Dynein transport = blocks dynein driven cargo transport along microtubules | 220,000 compounds, 0.47% hits | AID 1381 | 3617.4 mouse cells, GR-EGFP nuclear translocation imaging; test concentration mostly 20 µM; stimulated with dexamethasone, 1 µM; hits give low values | z-score, hits read low;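 active = plate z-score of nuclear minus cytoplasmic receptor signal below a set negative limit, without overly bright fluorescence or cell loss, cut at about -3.5 in these data, passing the limit was not always enough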;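 also: z-score of nuclear minus cytoplasmic ring GR-EGFP intensity difference per well; some compounds called inactive have numbers as strong as hits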
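Schedule: 48 h induction, then 1 h compound, then 30 min agonist, 37 °C. Buffer or medium: tetracycline-free induction medium containing charcoal-stripped FBS. Reagent: 1.0 µM final dexamethasone stimulus. Evaluation: nuclear versus cytoplasmic GR-EGFP signal, averaged per well. Signal: high-content fluorescence imaging after fixation.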
MT stabilize HCS = stabilizes microtubules in HeLa cells. HeLa tubulin immunostaining HCS, 24 h; share of cells brighter than vehicle mean+2SD. % tubulin-high responders, % at 10 µM. 200,000 compounds, 0.83% hits. AID 2205;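 active = plate Z-score above 3 for both tubulin-high and condensed-nucleus cell shares, with cell loss under 80%, at 10 µM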;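 also: anti alpha tubulin signal scored within the nucleus-defined area of each cell; some results filed as inactive read as strong as hits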
bCat nuc transl = alters nuclear translocation of beta-catenin in HeLa cells; immunofluorescence imaging; nuclear translocation activity, % at 5 µM; 190,000 compounds, 0.3% hits;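 active = nuclear translocation activity above 50% at 5 µM, with a well cell count of 50 or more; inconclusive = wells under 50 cells across six images, flagged as toxic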;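 also: per-cell ratio of nuclear to cytoplasmic median beta-catenin stain intensity; plate controls were DMSO negative control for no effect and GSK-3 inhibitor IX positive control for full effect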
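Test system: HeLa cells, endogenous beta-catenin; Compound: single 5 µM dose plus 0.02–20 µM confirmation series; Times: compound exposure 24 h at 37°C; Signal: fluorescence imaging of beta-catenin antibody stain plus DAPI; Read-out: % activation, nuclear-to-cytoplasmic median beta-catenin signal ratio per cell.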
UTI89 phage lysis = inhibition of K1F phage lysis, E. coli UTI89, bacterial capsule biogenesis inhibitors, alamar blue (AID 488966); 340,000 compounds, 0.02% hits; E. coli UTI89 K1F phage lysis, alamar blue, 2 h; higher % means a stronger effect; inhibition, % at 100 µM, or IC50 in µM where a hit was titrated;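 active = phage lysis inhibition, versus mean bacterial control, above a set limit; inconclusive = no clear call, values can overlap the other calls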;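 also: capsule biogenesis inhibitors block K1F phage lysis so surviving cells raise fluorescence; higher fluorescence means more inhibition of phage lysis; actives were called in the ten point dose series up to 300 µM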
M17LAP inhibition = P. falciparum M17LAP inhibitors, primary screen, biochemical, fluorogenic H-Leu-NHMec substrate, 1536-well (AID 1619). recombinant M17LAP, H-Leu-NHMec fluorogenic kinetic assay; higher % means a stronger effect. one-dose inhibition, % at 30 µM; IC50 in µM for titrated hits. 220,000 compounds, 0.38% hits;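 active = compound inhibiting the enzyme by more than half at any dose during confirmatory dose-response retesting; inconclusive = strong single-dose inhibitors picked by rank but not retested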;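 also: plate controls were full reaction with DMSO carrier for no effect and no enzyme background for full effect; strong numbers were not always called active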
M1AAP inhibition = malaria alanyl aminopeptidase activity blockers – biochemical, fluorogenic H-Leu-NHMec substrate, 1536-well (AID 1445); 220,000 compounds, 0.42% hits; one-dose inhibition, % at 30 µM; IC50 in µM for titrated hits; recombinant M1AAP, H-Leu-NHMec fluorogenic kinetic assay; higher % means a stronger effect;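 active = primary inhibition above the hit cutoff, then over 50% inhibition at one or more dose response concentrations, cut at about 23% in these data, passing the limit was not always enough; inconclusive = conflicting primary data, or primary hits not chosen for dose response; inactive = low primary inhibition, or under 50% at every dose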;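 also: plate controls were DMSO full reaction for no effect and no enzyme background for full effect; strong numbers were not always called active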
Autophagy HCS = autophagy modulation, high-content screen | 190,000 compounds, 0.98% hits | MEF GFP-LC3 puncta imaging; test concentration mostly 10 µM | calls only at 10 µM (by protocol);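 active = percentage of spot-positive cells more than 3 SD above its plate mean, without a fluorescence outlier flag or 80% toxicity; inconclusive = no clear call, values can overlap the other calls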;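 also: spot-positive cell cutoff set from DMSO-treated cells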
Ins promoter up = MIN6 insulin promoter up-regulation; MIN6 insulin promoter-GFP reporter, high-content imaging; hits give high values; z-score at 5 µM; 190,000 compounds, 0.3% hits; AID 1625;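 active = z-score above 3 at 5 µM with at least 500 cells counted in the well; inconclusive = wells under 500 cells, flagged as cytotoxic or low count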
ER stress rescue = protection against thapsigargin-triggered cell killing – 384-well, CSM14.1, ATP luminescence, primary screen (AID 1222); cellular ATP content (survival), % at 20 µM, or EC50 in µM where a hit was titrated; CSM14.1 thapsigargin-induced death rescue, ATP luminescence; higher % means a stronger effect; 190,000 tested, under 10 active;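 active = EC50 below 50 µM in the dose-response confirmation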;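 also: death triggered by thapsigargin at about 15 µM added after 2 h compound pretreatment; cell ATP read after overnight thapsigargin exposure of roughly 18 to 22 hours; normalized against plate controls of thapsigargin alone and 5% DMSO vehicle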
Dynein transport cytoplasmic EGFP = also measured in Dynein transport; calls as there; z-score; measured here: cytoplasmic GR-EGFP intensity; hits give high values
Dynein transport nuclear GR-EGFP = further read-out of Dynein transport, marked with its call; z-score; measured here: nuclear GR-EGFP intensity;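 lower value marks the stronger effect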
Dynein transport cell count = recorded beside Dynein transport, whose call it bears; z-score; measured here: cell count per field
Ins promoter up cell count = second read-out of Ins promoter up, no call of its own (marks repeat the call); cell count; measured here: cytotoxicity, nuclei count;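 total cells summed across four imaged fields per well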
bCat nuc transl cell count 5 µM = recorded beside bCat nuc transl, whose call it bears; cell count; measured here: cell count, cytotoxicity flag
MT stabilize HCS Hoechst-high % = further read-out of MT stabilize HCS, marked with its call; % Hoechst-high responders; measured here: nuclear condensation Hoechst responders;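 share of cells brighter than vehicle mean plus two SD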
MT stabilize HCS cytotoxicity % = recorded beside MT stabilize HCS, whose call it bears; toxicity, %; measured here: cytotoxicity by cell density;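 0% = mean cell density of plate MIN control wells and 100% = no cells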
Autophagy HCS cell loss 18 h = recorded beside Autophagy HCS, whose call it bears; toxicity, %; measured here: cell loss, nuclei count;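 cell loss after 18 h compound exposure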
An asterisk follows results filed as active; i = inactive; u = inconclusive; x = not tested or not shown. Rows are unselected, and some 2.9% of all compounds hit somewhere here.

Second line of a record: ER stress rescue	Dynein transport	UTI89 phage lysis	M17LAP inhibition	Autophagy HCS cell loss 18 h	Autophagy HCS	bCat nuc transl cell count 5 µM	MT stabilize HCS	MT stabilize HCS cytotoxicity %	Dynein transport cell count	Dynein transport nuclear GR-EGFP	bCat nuc transl	M1AAP inhibition	MT stabilize HCS Hoechst-high %	Ins promoter up cell count	Dynein transport cytoplasmic EGFP	Ins promoter up
CCCCc1ccc(NC(=S)NCC2CCCO2)cc1 (stereo unspecified)
  -0.5%	-0.47	0.1%	-1%	17	i	1130	3.2	7.7	0.54	-0.12	-2.1	6%	2.0	1459	-0.3	-0.36
Cc1cccc(NC(=O)C2(c3ccccc3)CC2(Cl)Cl)c1 (stereo unspecified)
  -1.2%	0.14	-0.4%	-6%	0	i	1314	2.8	11	0.064	0.69	0.5	3%	2.0	1426	-0.23	-0.68
O=C(NCc1ccccn1)C1CCN(Cc2cccc(OCc3ccccc3)c2)CC1
  -1.5%	-1.1	-5.7%	-11%	7	i	573	1.9	5.1	1.4	-0.85	-1.7	4%	1.7	1377	-0.23	-0.22
CCCN(CCC)CC(=O)N1CC(=O)Nc2ccccc21
  x	-0.47	0.1%	7%	x	x	1320	x	x	0.31	-0.11	-1.3	1%	x	1189	-0.17	-0.13
CC1CCN(S(=O)(=O)c2ccc3ccccc3c2)CC1
  -1.8%	-0.9	0.3%	5%	0	i	1078	0.8	9.0	0.75	-0.33	4.1	-2%	1.2	804	-0.045	-0.16
COC(=O)N(NC(=O)C(O)(CCC(C)C)CCC(C)C)c1ccccc1
  -1.2%	1.6	0.2%	5%	23	i	1025	2.2	5.0	-2.2	2.5	-0.5	-1%	2.7	1524	0.15	-0.24
COC(=O)[C@@H]1C[C@@]2(O)[C@@H](O)[C@@H](O)[C@@H](O)C[C@H]2N1Cc1ccc(Cl)cc1
  x	3.4	1.0%	9%	x	x	1163	x	x	-1.5	1.8	-1.0	-5%	x	781	-0.6	1.6
CC/C(C)=N\NC(=O)CNC(=O)c1ccc(Cl)cc1Cl
  0.7%	-0.43	0.0%	13%	-6	i	1159	1.7	5.2	0.38	-0.54	0.3	-1%	1.7	1155	-0.21	0.51
O=C(Nc1ccccc1)N1CCn2c1nc1ccccc12
  -1.8%	-0.079	0.3%	-3%	-6	i	1189	3.8	4.5	0.46	-0.12	-1.8	4%	2.4	1377	-0.2	-1.1
Cc1ccsc1C1C=C(c2cccc(Br)c2)Nc2ncnn21 (stereo unspecified)
  -0.9%	3.6	0.2%	11%	4	i	1402	3.4	9.1	-1.1	2.8	6.6	12%	1.2	1449	-0.22	0.26
CC(NC(=O)Cc1cccs1)c1ccncc1 (stereo unspecified)
  -1.7%	-0.64	-0.6%	5%	-2	i	1027	4.5	5.9	1.5	-0.8	0.7	4%	2.8	1181	-0.29	1.4
Cc1ccc2cc(C(c3nnnn3C(C)(C)C)N3CCCCCC3)c(=O)[nH]c2c1 (stereo unspecified)
  4.1%	-1.7	0.3%	10%	-1	i	956	4.9	7.9	0.41	-0.51	-7.0	6%	1.5	1209	0.096	-0.28
CCOC(=O)CN1N=C(/C=C/c2ccc(OCC)cc2)CCC1=O
  x	-0.43	0.6%	2%	9	i	910	4.1	4.8	-0.088	0.18	3.7	18%	3.2	1327	-0.26	-0.83
CCCn1c(CCc2ccccc2)nnc1SCC(=O)N1CCCC1
  -2.3%	0.37	3.0%	-1%	-5	i	1007	3.2	4.5	0.73	0.29	1.9	-4%	2.4	1210	-0.21	-0.42
CC(=O)Nc1ccc(S(=O)(=O)N2CCSC2c2ccc(C)cc2)cc1 (stereo unspecified)
  1.3%	-1.2	-0.5%	3%	17	i	1039	5.3	7.7	0.74	-0.52	-5.3	2%	5.2	1390	-0.34	-0.12
Cc1sc2ncnc(NCC3COc4ccccc4O3)c2c1C (stereo unspecified)
  -3.0%	-0.21	7.6%	-3%	2	i	971	3.3	6.0	0.28	-0.099	-0.1	9%	2.0	676	-0.23	-1.9
CCOC(=O)c1ccc(NC(=O)C(CC)CC)cc1
  -3.2%	-0.17	0.4%	-5%	0	i	919	1.5	6.0	0.19	-0.16	-4.0	9%	1.2	1234	-0.2	0.2
O=C(O)c1ccc(-n2cccc2/C=C2/NC(=O)N(c3cccc(Cl)c3)C2=O)cc1
  0.0%	0.44	-0.4%	30%	11	i	1095	1.8	8.9	0.39	-0.032	-0.3	18%	1.3	1325	-0.29	-0.7
Cc1ccc(NC(=O)c2cc(-c3ccc(C)o3)nc3ccccc23)cc1
  0.2%	-0.87	0.3%	5%	-4	i	1324	3.2	4.7	-0.37	-0.96	0.7	14%	2.1	1689	0.62	-0.17
COc1ccccc1/C=C/C(=O)/C=C/c1ccccc1O
  x	-4.2*	0.1%	3%	x	x	1306	x	x	-2*	-1.9*	-0.7	10%	x	x	1.2*	u
Cc1cccc(N2C(=O)CC(N3CCN(c4ccccc4)CC3)C2=O)c1 (stereo unspecified)
  5.9%	0.33	3.0%	7%	5	i	1034	2.2	14	-0.074	0.035	-6.0	4%	2.1	796	-0.33	0.7
O=C(Nc1ccccc1C(F)(F)F)c1ncn[nH]1
  x	0.65	0.1%	-1%	x	x	1339	x	x	-0.42	-0.0053	-0.9	5%	x	1055	-0.76	1.9
COC(=NC(C)C)NC(C)C
  x	-0.48	x	-13%	x	x	1379	x	x	0.3	0.18	-1.0	3%	x	x	-0.23	x
COc1cc(OC)c(-c2cc(C(=O)O)ccc2OC)c(OC)c1
  0.4%	-0.64	2.6%	-3%	-3	i	x	2.9	3.4	0.57	-0.58	x	1%	2.4	1336	-0.31	-0.96
Cc1ccc(C(=O)Oc2ccccc2N2C(=O)C3CCC(C)CC3C2=O)cc1 (stereo unspecified)
  5.4%	-0.7	-0.4%	1%	-13	i	1080	2.8	2.0	1.4	-0.34	-2.8	15%	1.4	750	-0.26	0.16
O=C(c1ccc(Cl)c(Cl)c1)c1cc(-c2ccccn2)c(N2CCOCC2)s1
  6.2%	-0.28	0.4%	6%	21	i	x	3.3	6.1	0.15	0.08	x	4%	1.8	x	-0.12	x
COc1ccc(NC(=O)C2(c3ccc(NC(=O)c4ccc(OC)c(OC)c4)cc3)CCCC2)cc1
  4.3%	0.54	-0.4%	-1%	4	i	1317	1.3	4.4	0.018	-0.0086	2.5	-2%	2.0	1547	-0.13	-0.15
Cc1ccc(OC(=O)CCN2C(=O)c3ccccc3C2=O)cc1C
  15%	-0.33	0.7%	-2%	13	i	1101	2.8	11	-0.05	-0.065	-0.6	-2%	1.6	1335	-0.28	0.25
COc1ccc2[nH]c(=O)c(CN(C(=O)c3cccnc3)c3ccccc3C)cc2c1
  x	-0.4	0.2%	-9%	x	x	1369	x	x	-0.1	-0.29	-0.1	4%	x	1012	-0.13	0.58
CCOC(=O)c1c(C)oc2ccc(NS(=O)(=O)c3ccc(C(=O)O)cc3)cc12
  0.4%	-0.46	-0.7%	44µM*	-11	i	1505	3.4	2.9	0.75	-0.49	-0.1	10%	1.8	1398	-0.2	-0.07
COc1cc2c(cc1NC(=O)C(C)NCc1ccccc1)oc1ccccc12 (stereo unspecified)
  -2.2%	-0.14	5.5%	-2%	-15	i	1052	4.7	12	-0.24	-0.029	0.6	6%	1.4	1284	-0.11	-0.55
CCOC(=O)Nc1ccc(S(=O)(=O)Nc2cc(C)nc(C)n2)cc1
  -0.9%	1.8	0.5%	16%	-16	i	x	1.3	10	-1.8	1	x	11%	1.2	914	0.33	-0.19
COc1ccc(-c2cc(-c3ccc(Br)cc3)nc3ncnn23)cc1OC
  0.9%	0.78	2.3%	10%	-2	i	x	2.2	8.6	-0.013	0.65	x	6%	1.3	897	-0.19	-1.3
Cc1ccc(-c2csc3nc(SCC(N)=O)n(Cc4ccccc4)c(=O)c23)cc1
  -1.2%	2.4	2.4%	-13%	-6	i	1049	2.2	8.9	-1.3	1.1	-2.3	2%	4.4	1416	-0.22	-1.2
Cn1c(C(=O)NCc2ccco2)cc2c(=O)[nH]c3ccccc3c21
  -0.9%	-1.2	-0.3%	14%	15	i	1180	3.0	2.5	0.99	-0.076	0.9	0%	0.9	1315	-0.13	-0.17
O=C(NCCCN1CCOCC1)C(Sc1ccccc1)c1ccccc1 (stereo unspecified)
  -1.3%	-0.81	0.7%	-6%	19	i	982	3.3	6.0	0.39	-0.54	6.4	-3%	1.4	1767	0.19	0.41
O=c1c2cc(N3CCOCC3)ccc2[nH]c(=S)n1Cc1ccccn1
  -3.6%	0.76	0.0%	-18%	-13	i	x	2.0	11	0.081	0.79	x	9%	3.1	1216	-0.24	0.96
